Source: PubChem
SENP1 FRET inh = human SENP1 catalytic domain inhibitors, primary screen, biochemical, FRET, uHTS | recombinant SENP1 catalytic domain, CyPet-SUMO1-YPet FRET cleavage | Sentrin-specific protease 1 (Homo sapiens), Q9P0U3 | actives 0.21% (n = 360,000) | AID 624204, 2012 | inhibition, % at 10 µM;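 active = inhibition at least 30% at 10 µM, raw YFP signal under a set limit, fluorescence ratio 0.5 to 1.5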;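 note: 0% = enzyme with DMSO and 100% = no enzyme wells; some results filed as inactive read as strong as hits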
Target sequence (Q9P0U3 419-644 limits assumed): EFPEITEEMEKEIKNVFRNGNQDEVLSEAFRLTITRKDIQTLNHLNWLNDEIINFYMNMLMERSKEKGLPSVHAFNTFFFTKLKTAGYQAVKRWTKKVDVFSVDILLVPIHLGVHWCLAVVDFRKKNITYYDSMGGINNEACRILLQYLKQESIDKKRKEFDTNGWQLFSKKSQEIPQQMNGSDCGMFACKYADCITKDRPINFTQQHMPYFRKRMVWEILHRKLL
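Assay system: hSENP1 catalytic domain, recombinant. Amount: SENP1 enzyme, 20 pM final. Schedule: 50 min reaction, RT, dark. Technique: FRET, CFP and YFP emission. Control set: no-enzyme wells low, DMSO-plus-enzyme wells high control.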
PfG6PD inh = PfG6PD enzyme inhibitors, primary screen, biochemical, fluorescence intensity, uHTS | glucose-6-phosphate dehydrogenase-6-phosphogluconolactonase (Plasmodium falciparum 3D7) | PfGluPho enzyme, NADPH resazurin-diaphorase fluorescence | inhibition, % at 20 µM | actives 0.78% (n = 350,000) | AID 504690, 2011;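 active = inhibition reaching at least a set limit at 20 µM in the primary screen, cut at about 59% in these data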;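 note: 0% = DMSO wells with substrate and 100% = DMSO wells lacking glucose-6-phosphate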
SENP7 block = SENP7 protease inhibitors, primary screen, biochemical, luminescence, uHTS. Sentrin-specific protease 7 (Homo sapiens), Q9BQF6. AID 434973, 2010. actives 1.5% (n = 330,000). recombinant SENP7, Z-RLRGG-aminoluciferin luminescence, 40 min. inhibition, % at 5 µM;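 active = inhibition above about 50% at the single test dose, limit read from the data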;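 note: plate controls were DMSO with enzyme for no effect and no enzyme buffer wells for full effect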
Target sequence (Q9BQF6 706-1050 limits assumed): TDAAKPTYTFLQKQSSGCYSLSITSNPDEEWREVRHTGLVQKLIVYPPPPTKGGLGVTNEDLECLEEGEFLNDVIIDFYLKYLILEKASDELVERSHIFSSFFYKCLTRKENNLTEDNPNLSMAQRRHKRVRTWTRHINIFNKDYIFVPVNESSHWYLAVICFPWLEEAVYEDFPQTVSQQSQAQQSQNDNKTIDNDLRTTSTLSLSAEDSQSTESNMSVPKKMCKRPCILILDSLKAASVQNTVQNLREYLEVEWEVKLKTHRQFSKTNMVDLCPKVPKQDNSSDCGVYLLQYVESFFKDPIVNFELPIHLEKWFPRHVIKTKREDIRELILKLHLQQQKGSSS
beta cell repl = inducers of MIN6 beta-cell proliferation, primary screen, ATP luminescence, uHTS; MIN6 cells proliferation, ATPlite luminescence, 48 h; cells starved in 0.2% serum; 100% = growth in 10% serum; proliferation, % at 10 µM; actives 0.29% (n = 330,000); AID 2380, 2010;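 active = compounds whose signal lies at least 3.5 SD above the mean of all wells on their plate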;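 note: 0% = DMSO-treated cells in low-serum medium and 100% = 10% serum control; some compounds called inactive have numbers as strong as hits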
HKDC1 inhibitor = HKDC1 hexokinase inhibitors, primary screen, biochemical, fluorescence, uHTS. Q2TB90. recombinant HKDC1, G6PDH/diaphorase resazurin coupled fluorescence. inhibition, % at 20 µM. actives 0.16% (n = 340,000). AID 493160, 2011;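 active = inhibition above about 35% when tested at 20 µM, limit read from the data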;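 note: plate controls were DMSO wells with enzyme for no effect and DMSO wells lacking enzyme for full effect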
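System: Recombinant HKDC1 hexokinase | Amount: HKDC1 at 5 µg/mL | Reagent: Glucose with 1 mM ATP | Doses: Single 20 µM dose | Incubation: Reaction time 90 min, room temperature, protected from light | Signal: Coupled resazurin fluorescence, excitation 525 nm, emission 613 nm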
SENP8 block-1 = human SENP8 protease inhibitors, primary screen, biochemical, fluorescence, Nedd8 protein substrate, uHTS; Sentrin-specific protease 8 (Homo sapiens), Q96LD8; recombinant SENP8; inhibition, % at 20 µM; actives 0.64% (n = 360,000); AID 602440, 2012; in the data active = inhibition mostly above about 40%, no sharp cut-off; inactive = mostly below about 27%
Target sequence (Q96LD8 whole entry, looked up): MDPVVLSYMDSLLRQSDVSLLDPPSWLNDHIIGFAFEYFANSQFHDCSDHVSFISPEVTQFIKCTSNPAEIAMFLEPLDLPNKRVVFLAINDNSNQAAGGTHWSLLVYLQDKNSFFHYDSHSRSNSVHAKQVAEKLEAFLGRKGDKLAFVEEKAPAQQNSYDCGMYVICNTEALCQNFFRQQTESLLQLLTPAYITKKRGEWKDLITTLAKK
SENP8 block-2 = SENP8 protease inhibitors, primary screen, biochemical, luminescence | Sentrin-specific protease 8 (Homo sapiens), Q96LD8 | purified SENP8, Z-RLRGG-aminoluciferin cleavage | inhibition, % at 10 µM | actives 1.2% (n = 330,000) | AID 2540, 2010; in the data active = inhibition above about 50%
SENP6 block = SENP6 protease inhibitors, primary screen, biochemical, luminescence, uHTS; Recombinant SENP6 catalytic domain, aminoluciferin luminescence; inhibition, % at 10 µM; actives 1.8% (n = 330,000); Sentrin-specific protease 6 (Homo sapiens), Q9GZR1;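 active = inhibition above about 50% at the single tested dose, limit read from the data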;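 note: plate controls were DMSO wells with enzyme for no effect and DMSO wells lacking enzyme for full effect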
UBC13 inh = UBC13 polyubiquitin chain formation inhibitors, primary screen, biochemical, TR-FRET, uHTS; Ubiquitin-conjugating enzyme E2 N (Homo sapiens), P61088; AID 485273, 2010; inhibition, % at 20 µM; actives 0.47% (n = 330,000); in the data active = inhibition above about 45%, passing the limit was not always enough
Target sequence (P61088 whole entry, looked up): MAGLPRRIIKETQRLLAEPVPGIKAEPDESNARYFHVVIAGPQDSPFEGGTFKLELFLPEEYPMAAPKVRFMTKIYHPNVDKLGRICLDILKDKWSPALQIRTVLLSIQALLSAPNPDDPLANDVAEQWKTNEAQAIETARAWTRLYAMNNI
The depositor's hits bear a star; / = no result given.

molecule	SENP1 FRET inh	PfG6PD inh	SENP7 block	beta cell repl	HKDC1 inhibitor	SENP8 block-1	SENP8 block-2	SENP6 block	UBC13 inh
O=C1CCC(CCc2nc3ccccc3[nH]2)(c2ccccc2)C(=O)N1 (stereo not drawn)	3	15	/	/	-5	1	/	/	/
Cc1ccc(-c2cn(-c3ccccc3)c(SCC(=O)NC3CCS(=O)(=O)C3)n2)cc1C (stereo not drawn)	0	18	0	0	-10	7	14	10	-9
Cc1sc(N/N=C/c2cccnc2)nc1-c1ccccc1	-6	-5	-4	-4	7	-72	-6	-5	7
CCOc1ccc(NC(=O)CSc2nc3ccccc3c(=O)n2Cc2cccs2)cc1	2	-8	8	-1	-1	10	1	-5	-6
Cc1ccnc(NS(=O)(=O)c2ccc(NC(=O)c3ccc(Br)o3)cc2)n1	2	-16	0	0	-6	14	6	-25	-5
CC(=O)c1cccc(NC(=O)CN2C(=O)COc3ccc(Cl)cc32)c1	2	-9	6	0	-12	-15	0	-37	0
CCC(C(=O)NCc1ccco1)n1nc(-c2ccc(OC)cc2)ccc1=O (stereo not drawn)	0	-10	4	-3	-2	-407	4	7	6
CCCCCCCNC(=O)C1(CC2CC(c3ccc(Cl)cc3)=NO2)CCN(C(=O)C2(C)CC2)CC1 (stereo not drawn)	2	7	-5	-8	6	9	1	-2	8
O=C(CSc1nnnn1C1CCCCC1)Nc1ccc2c(c1)OCO2	1	-6	-6	-2	-2	16	-10	-38	0
Cc1ccc(C)n1-c1ccc(C(=O)NCC2CCCO2)cc1 (stereo not drawn)	-36	4	3	-1	2	-8	11	-9	0
COc1ccc(-c2nc(SC(C)C(=O)c3c(N)n(C)c(=O)n(C)c3=O)n[nH]2)cc1 (stereo not drawn)	0	10	9	0	7	2	1	9	2
CCCn1c(SCC(=O)Nc2cc(S(=O)(=O)N3CCCCC3)ccc2C)n[nH]c1=O	1	1	0	-2	-4	0	-9	-14	3
COc1cc(C(=O)N2CCN(c3ccccc3Cl)CC2)ccc1OCC(=O)N1CCOCC1	3	8	-5	3	-6	11	-3	-9	6
Cc1ccc(S(=O)(=O)N2CCOCC2)cc1C(=O)NC1CCCCC1	2	-7	-10	-3	-7	3	-1	3	-6
COc1c(C=O)c(CCN(C)C(=O)c2ccc(F)cc2)cc2c1OCO2	1	-4	1	-2	-4	-1	1	-14	6
C/C(=N\NC(=O)c1ccccc1)c1nc2ccccc2n1C	3	-11	6	-3	1	24	-9	5	-8
O=C(Nc1cc(C(F)(F)F)ccc1N1CCCC1)C1=COCCO1	1	3	3	-3	1	3	4	5	0
CCC(C(=O)NCCc1ccc(C)cc1)n1nc(C)c2c(C)n(-c3ccccc3)nc2c1=O (stereo not drawn)	0	12	0	2	4	15	9	18	-1
CCOc1ccc(C2/C(=C(/O)c3ccc(OC)cc3)C(=O)C(=O)N2c2cc(C)on2)cc1OC (stereo not drawn)	1	-20	-1	0	-2	20	11	3	-6
Fc1ccc(C2CC(c3ccccc3)n3ncnc3N2)cc1 (stereo not drawn)	2	0	-3	-3	-2	0	7	7	5

Record cards (already shown):
COc1cc(C(=O)N2CCN(c3ccccc3Cl)CC2)ccc1OCC(=O)N1CCOCC1 is listed with SENP1 FRET inh = 3; PfG6PD inh = 8; SENP7 block = -5; beta cell repl = 3; HKDC1 inhibitor = -6; SENP8 block-1 = 11; SENP8 block-2 = -3; SENP6 block = -9; UBC13 inh = 6
O=C(CSc1nnnn1C1CCCCC1)Nc1ccc2c(c1)OCO2 is listed with SENP1 FRET inh = 1; PfG6PD inh = -6; SENP7 block = -6; beta cell repl = -2; HKDC1 inhibitor = -2; SENP8 block-1 = 16; SENP8 block-2 = -10; SENP6 block = -38; UBC13 inh = 0

Next part.
molecule	SENP1 FRET inh	PfG6PD inh	SENP7 block	beta cell repl	HKDC1 inhibitor	SENP8 block-1	SENP8 block-2	SENP6 block	UBC13 inh
CC(C)CCNC(=O)CCC(=O)NNc1nc2ccccc2c2nc(-c3ccccc3)nn12	3	-9	9	-4	-5	5	5	0	-12
Clc1ccc(OCc2nnc(SCc3nc4ccccc4[nH]3)n2Cc2ccco2)cc1	-29	-3	-7	-6	5	-24	-11	-13	-1
CCOP(=O)(OCC)C(C)(C)NC(=O)c1cc([N+](=O)[O-])cc([N+](=O)[O-])c1	2	-2	-1	3	2	25	6	8	1
CCC(=O)OCC(=O)N=c1sccn1Cc1ccccc1Cl	-1	14	2	4	2	11	2	1	-2
CCCOC(=O)C1=C(C)N(C)C(=O)NC1c1cc2c(cc1[N+](=O)[O-])OCO2 (stereo not drawn)	-16	43	-1	1	-5	-226	-6	-10	-18
CSCCC(NC(=O)c1ccc(Cl)cc1Cl)C(=O)N1CCCCCCC1 (stereo not drawn)	1	3	-3	4	-8	3	10	-7	-7
CC(C)(C)c1ccc(-c2cc(N)n[nH]2)cc1	0	5	0	-5	4	10	0	2	12
O=C(CN1C(=O)CSc2ccccc21)N/N=C/c1ccco1	3	7	-3	-2	1	13	-8	-11	2
C1CSC2(N1)C1CC3CC(C1)CC2C3 (stereo not drawn)	4	-3	0	-3	5	5	1	-8	0
N#Cc1nc(-c2ccco2)oc1N1CCC(Cc2ccccc2)CC1	-1	4	-2	-5	-4	-276	1	4	3
CCc1noc(C)c1C(=O)Nc1nnc(C2CCCCC2)s1	/	/	10	-1	/	/	0	-8	0
Cc1ccc(C)c(N2CCN(C(=O)c3cc4sccc4n3C)CC2)c1	-35	18	1	-6	-7	8	7	-3	15
Cc1ccc(-n2c(CSc3nc(C)cc(C)n3)nnc2SCC(=O)Nc2nccs2)cc1	6	-4	5	6	-1	8	-4	-12	8
Cc1cc(NC(=O)C2CC(c3ccccc3Cl)=NO2)no1 (stereo not drawn)	6	0	1	0	-6	28	-7	-5	4
CC(C)Cc1cc(CNC(=O)C2CCC(=O)N(Cc3cccc(C(F)(F)F)c3)C2)on1 (stereo not drawn)	-3	-5	0	-1	6	18	10	0	-3
Oc1ccc(CCNc2ncnc3ccc(Cl)cc23)cc1	-4	19	-4	-8	-3	-8	-3	-20	10
Cc1cccc(NC(=S)NC(=O)c2oc3ccccc3c2C)n1	3	-17	18	0	0	0	5	19	-4
O=C(COC(=O)CCc1ccc(S(=O)(=O)N2CCOCC2)cc1)Nc1ccc(Cl)cn1	-2	-1	8	-1	1	-2	3	16	2
COc1ccc2c(c1)O[C@@H](c1cccc(C(F)(F)F)c1)[C@H](OC(=O)N[C@H]1CCCc3ccccc31)C2=O	/	/	-13	-7	/	/	3	-16	4
CCn1cc(C(=O)NCc2ccco2)c(=O)c2cc(F)c(N3CCN(C(=O)c4ccco4)CC3)cc21	-3	4	-4	0	5	-496	-7	-8	0
Cn1c(SCC(=O)NC(=O)NCc2ccco2)nnc1-c1ccccc1	1	-19	-4	0	13	28	-8	-22	-17
COc1cccc(C2=NN(C(=O)c3ccccc3)C(O)(C(F)(F)F)C2)c1 (stereo not drawn)	16	4	2	2	2	30	6	-10	8
O=S(=O)(Nc1ccc(S(=O)(=O)Nc2nccs2)cc1)c1ccc2c(c1)OCCO2	3	18	1	-4	0	18	-5	-10	6
Brc1ccccc1C1CC(c2ccccc2)=Nc2ccccc2N1 (stereo not drawn)	-14	5	-4	-5	2	-50	-2	14	-10
O=C(CN1CCC(N2CCCCC2)CC1)N1CCCc2ccccc21	-2	0	0	-2	1	13	-1	-19	5
COc1cccc(CN2CC(C(=O)N(C)Cc3[nH]c4ccccc4c3C)CCC2=O)c1 (stereo not drawn)	-11	12	4	-3	-1	-3	-5	-6	10
CN1CCN(C(=O)CCn2nc(-c3ccccc3)c3ccccc3c2=O)CC1	3	10	-2	-2	-6	26	4	-1	4
CCN1C(=O)N[C@@H](c2ccco2)C(C(=O)OC)=C1C	-1	-2	19	1	0	1	-12	-7	5
O=C(NC1CC2CCCC(C1)N2C(=O)Nc1ccc(F)cc1)c1ccccc1 (stereo not drawn)	2	12	-13	-1	-3	4	-9	-19	-6
CC1(C)CC(=O)C=C(C(=O)N2CCCC(C(=O)c3cccc(C(F)(F)F)c3)C2)O1 (stereo not drawn)	3	-15	-7	-1	2	8	-1	-9	-5
COC(=O)c1sc(NC(=O)CSc2nc3cccnc3n2C2CCCCC2)nc1C	0	-7	-2	-5	8	20	5	0	9
O=c1c2ccccc2[nH]c(=S)n1CCN1CCC(=C(c2ccc(F)cc2)c2ccc(F)cc2)CC1	/	/	-7	-8	/	/	8	-18	-7
O=C(c1cc2ccccc2o1)N1CCCC1	2	-16	-3	-4	-9	8	-15	-21	-7
C=CCn1c(CCc2ccccc2)nnc1SCC(N)=O	-1	-12	-3	-1	-5	-2	-5	1	10
Cc1ccc(C)c(N(C(=O)c2snc(C(N)=O)c2N)C(C(=O)NCC2CCCO2)c2cccs2)c1 (stereo not drawn)	-60	7	-9	0	-8	-391	0	0	18
Cc1cc2ncn(C(=O)c3ccc4c(c3)OCO4)c2cc1C	7	-8	-28	-2	3	8	-14	-8	0
Cn1c(=O)c2c(O)cc(=O)n(-c3ccccc3)c2n(C)c1=O	0	5	5	0	-4	16	4	-6	2
CCCNC(=O)COc1coc(CN2CCN(c3cccc(Cl)c3)CC2)cc1=O	0	-8	2	1	-8	12	2	-6	6
CN(C(=O)c1ccno1)c1nnc(-c2cnccn2)s1	2	-8	6	-2	-2	-197	0	-14	-4
CSCCNC(=O)c1ccc2nc(C3CCCCC3)oc2c1	-40	-11	12	-3	0	16	-7	-3	-1
Cc1cc(C)n2c(=O)c3ccc(Cl)cc3nc2c1C#N	-25	-4	-8	0	-20	-383	-8	-23	0
Cn1cc(Cl)c(C(=O)Nc2nc3ccc([N+](=O)[O-])cc3s2)n1	-75	-26	90*	0	-4	7	58*	65*	-17
Cn1ncc(Cl)c1C(=O)Nc1ccc(CN2CCCCC2)cc1	3	7	-2	-3	-3	8	6	-4	3
Cc1ccc(S(=O)(=O)N2[C@@H](c3ccc(Cl)c(Cl)c3)C(C(=O)O)=C[C@H]2C(C)(C)C)cc1	0	-11	-4	-5	5	-3	13	15	-13
Cc1ccc2c(CN3CCN(S(=O)(=O)c4ccc5c(c4)OCCO5)CC3)cc(=O)oc2c1C	1	0	4	-3	2	8	-3	-15	6
O=C(CCCc1ccccc1)NCc1cccnc1	-1	5	-5	0	13	14	-5	-19	-18
O=C1CSC(c2cccc([N+](=O)[O-])c2)N1c1ccccc1F (stereo not drawn)	2	9	-2	0	-4	11	0	16	3
CCSc1nnc(NC(=O)CSc2nnc(CNC(=O)c3cc(OC)c(OC)c(OC)c3)o2)s1	0	-38	-2	-2	13	19	-3	-5	-10
